# Screens from PubChem.
# RORgamma inh: ROR gamma (mouse) transcription inhibition. Drosophila S2 Gal4-RORgamma UAS-luciferase reporter, 20 h. Potency, µM (titrated, usually from 53.6 µM), for the others: at the top dose activity change, negative = inhibition, usual class: inhibitors. actives 5.4% (n = 310,000); note: potency is the fitted concentration of half-maximal effect; % is set by controls: 0 for no effect and ±100 for the full control effect; nearly all actives have a fitted effect of over 60% in size
#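 Using a luciferase readout, inhibitors were identified by reduced reporter activity in Drosophila cells coexpressing a copper-inducible Gal4–ROR gamma fusion and UAS-driven Photinus luciferase, incubated 20 hr after 700 uM copper sulfate.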
# PKM2 activator: PKM2 (human) enzyme activation; Potency, µM (top dose mostly 57.5 µM), without a hit: at the top dose activation, hits mostly activators; actives 0.34% (n = 260,000); purified PKM2, Kinase-Glo ATP luminescence, activation; response scale: 0% is enzyme alone, no compound; AID 1631; P14618; note: potency is the fitted concentration of half-maximal effect; % is set by controls: 0 for no effect and ±100 for the full control effect; nearly all actives have a fitted effect of over 55% in size
# Target sequence (P14618 whole entry, looked up): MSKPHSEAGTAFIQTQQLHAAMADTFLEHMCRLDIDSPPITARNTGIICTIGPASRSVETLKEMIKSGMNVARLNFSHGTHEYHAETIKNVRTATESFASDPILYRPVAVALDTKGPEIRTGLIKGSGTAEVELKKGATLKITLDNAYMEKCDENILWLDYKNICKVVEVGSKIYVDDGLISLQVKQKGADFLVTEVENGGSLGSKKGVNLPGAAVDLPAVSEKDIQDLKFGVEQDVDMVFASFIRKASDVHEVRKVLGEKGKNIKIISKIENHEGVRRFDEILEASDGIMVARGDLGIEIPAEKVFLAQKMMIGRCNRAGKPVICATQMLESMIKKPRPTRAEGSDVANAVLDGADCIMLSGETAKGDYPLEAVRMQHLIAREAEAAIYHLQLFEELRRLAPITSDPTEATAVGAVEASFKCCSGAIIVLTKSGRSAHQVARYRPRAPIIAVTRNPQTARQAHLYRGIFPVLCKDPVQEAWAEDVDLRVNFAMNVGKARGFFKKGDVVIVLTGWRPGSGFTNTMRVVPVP
#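 Kinase-Glo luminescence reports ATP generated from ADP (0.1 mM) and PEP (0.5 mM) by purified hPK-M2 after 1 h at room temperature, pH 7.2 imidazole buffer; intermediate enzyme activity allows detecting inhibitors and activators.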
# Gal4-VP16 FLuc: inhibits Gal4-VP16 luciferase reporter, ROR gamma counter-screen. Potency, µM (series often up to 53.6 µM), for inactives: at the top dose activity, negative = inhibition, most hits filed as inhibitors. Drosophila S2 Gal4-VP16 UAS-luciferase, luminescence, 20 h. actives 3.5% (n = 310,000);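 note: Gal4-VP16 expression switched on by copper sulfate through the metallothionein promoter; potency is the fitted concentration of half-maximal effect; % is set by controls: 0 for no effect and ±100 for the full control effect; nearly all actives have a fitted effect of over 50% in size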
# FLuc counter: inhibits or activates purified firefly luciferase, miR-21 counter-screen; P08659; purified FLuc, Km substrates, luminescence inhibition; Potency, µM (top dose mostly 57.5 µM), without a hit: top-dose activity change, negative = inhibition, most hits filed as inhibitors; actives 6.9% (n = 360,000);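 note: potency is the fitted concentration of half-maximal effect; plate controls were vehicle for no effect and reference inhibitor for full effect; nearly all actives have a fitted effect of over 55% in size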
# Target sequence (P08659 whole entry, looked up): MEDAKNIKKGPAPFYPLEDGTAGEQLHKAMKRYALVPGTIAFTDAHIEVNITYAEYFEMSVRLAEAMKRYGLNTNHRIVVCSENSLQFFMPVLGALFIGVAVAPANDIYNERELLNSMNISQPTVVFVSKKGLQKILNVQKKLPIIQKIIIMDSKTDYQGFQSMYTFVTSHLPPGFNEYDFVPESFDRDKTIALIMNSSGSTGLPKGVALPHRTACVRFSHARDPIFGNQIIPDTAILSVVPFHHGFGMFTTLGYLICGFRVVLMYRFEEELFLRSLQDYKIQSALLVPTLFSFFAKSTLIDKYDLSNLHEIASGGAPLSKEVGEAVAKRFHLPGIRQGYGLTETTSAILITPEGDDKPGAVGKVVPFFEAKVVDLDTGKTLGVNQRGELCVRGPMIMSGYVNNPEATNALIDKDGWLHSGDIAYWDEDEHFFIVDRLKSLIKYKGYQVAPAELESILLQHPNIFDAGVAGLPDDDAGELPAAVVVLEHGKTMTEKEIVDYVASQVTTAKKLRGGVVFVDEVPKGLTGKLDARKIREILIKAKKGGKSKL
#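 Purified P. pyralis luciferase, 10 nM final, with Km-level 10 uM D-luciferin and 10 uM ATP in 50 mM Tris acetate pH 7.5, 10 mM Mg acetate, 0.01% Tween-20, 0.05% BSA; 6-point qHTS titration about 60 µM downward; luminescence read.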
# Rab9 prom act: activators of Rab9 promoter; Potency, µM (top dose mostly 9.22 µM), for the others: at the top dose activation, negative = inhibition, most hits filed as activators; Huh7 Rab9 promoter-luciferase reporter, luminescence, 24 h; actives 2.8% (n = 320,000); note: potency is the fitted concentration of half-maximal effect; % of control where 0% means no effect; nearly all actives have a fitted effect of over 60% in size
#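 Stable Rab9-luc Huh7, 1500 cells/well, 2 h settle; cmpd in DMSO, 24 h, 37 °C/5% CO2; luciferase reagent 10 min RT; luminescence.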
# p53 reactivator: restores transcriptional activity of mutant p53; H1299 p53-A138V BP100-luciferase reporter, luminescence, 24 h; Potency, µM (doses to about 92.2 µM), inactives show top-dose activity change, positive = activation, actives largely listed as activators; actives 0.063% (n = 320,000); note: potency is the fitted concentration of half-maximal effect; % of control where 0% means no effect; nearly all actives have a fitted effect of over 45% in size
#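 p53-null H1299 cells stably carrying temperature-sensitive p53-A138V and a BP100-luciferase reporter were pinned with compounds (4-point, 1:5 series) and held 24 hrs at 37 deg C. Luminescence was read 10 min after detection reagent.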
# BRCA1 expr act: increases BRCA1 expression; MCF7-BRCA1-FFLuc reporter, luminescence, 48 h; response scale: scaled: vehicle 0%, 10 µM genistein 100%; actives 1.1% (n = 380,000); AID 624202; Potency, µM (titrated, usually from 46.1 µM), for the others: at the top dose activation, actives largely listed as activators; note: potency is the fitted concentration of half-maximal effect; nearly all actives have a fitted effect of over 80% in size; some results filed as inactive show a strong effect at the top dose
#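 Using MCF7 cells harboring a BRCA1 firefly luciferase reporter, plated 2 h before compound pinning, the screen measured luminescence after 48 h incubation. Responses were normalized to DMSO and 10 microM genistein, then fitted for concentration-effect.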
# NPC1 promoter act: NPC1 promoter activation; Huh7 NPC1 promoter luciferase reporter, 24 h; Potency, µM (top dose mostly 9.22 µM), for inactives: at the highest dose activation, hits mostly activators; actives 2.4% (n = 320,000); AID 485313;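 note: potency is the fitted concentration of half-maximal effect; % of control where 0% means no effect; nearly all actives have a fitted effect of over 60% in size; reporter is driven by a mutant NPC1 promoter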
#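 Cells: Huh7 expressing luciferase under the NPC1 promoter, 1500/well. Seeded 2 h, compound added, incubated 24 h at 37 °C. Luciferase reagent, 10 min ambient, then luminescence.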
# ELG1 genotox: genotoxicity induction in ELG1-luciferase HEK293T cells; HEK293T ELG1-luciferase reporter, luminescence, 16 h; Potency, µM (doses to about 46 µM), without a hit: at the top dose activity change, positive = activation, most hits filed as activators; actives 1.3% (n = 330,000); AID 504466; note: potency is the fitted concentration of half-maximal effect; % of control where 0% means no effect; nearly all actives have a fitted effect of over 60% in size
#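 ELG1-luciferase HEK293T cells, 2,000/well; compound pinned in; 16 hr, 37 °C, 5% CO2; ONE-Glo, 30 min RT; luminescence on CCD imager.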
# Menin MLL FP TR: menin-MLL binding inhibition, Texas Red mutant peptide; O00255; Menin + Texas Red MLL mutant peptide, fluorescence polarization; Potency, µM (doses to about 61.6 µM), for the others: at the top dose FP activity change, negative = inhibition, most hits filed as inhibitors; actives 0.23% (n = 270,000); AID 1768; active = well fitted inhibition curve with a large enough effect in the polarisation, with a control signal flat, not every such curve was filed as active; inconclusive = small, poorly fitted or top-dose-only effect, or effect the other way, or a change in a side signal; inactive = no such curve, though single readings can be large or run the other way; the % refers to the polarisation; note: potency is the fitted concentration of half-maximal effect; % of control where 0% means no effect; many of its hits are not listed in these tables
# Giardia killer: kills Giardia lamblia. Giardia lamblia trophozoite viability. activity change, % at 7.66 µM, hits read low. actives 0.15% (n = 340,000). AID 540267; in the data active = activity change below about -80%; inconclusive = between about -30% and that limit;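 note: parasites exposed to compound for two days anaerobically before the ATP read; % is set by controls: 0 for no effect and ±100 for the full control effect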
#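 Anaerobic 48 hrs incubation at 37 deg C of 100 trophozoites/well with test compounds; ATPLite 1-Step luminescence, 15-30 min RT, reports cellular ATP as viability.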
# * marks the source's active call; other numbers are inactive results; ? = inconclusive; . = not tested or not shown; & = joins results of further samples; [ ] = remark or other dose. Unless noted, calls come from the whole dose curve; as a rule, active = well fitted curve in the direction sought with a large enough effect; inconclusive = small, poorly fitted or top-dose-only effect, or another doubt; inactive = no such curve, though single readings can be large; an effect the other way counts as inactive or inconclusive. Not all compounds are listed; the hit share may differ from the screen's.
SMILES,RORgamma inh,PKM2 activator,Gal4-VP16 FLuc,FLuc counter,Rab9 prom act,p53 reactivator,BRCA1 expr act,NPC1 promoter act,ELG1 genotox,Menin MLL FP TR,Giardia killer
CC(C)CC(COCc1ccc([N+](=O)[O-])cc1)N1CCN(C(=O)c2ccc(C(F)(F)F)cc2)CCC1=O (centres undefined),-2%,3%,-6%,-1%,-5%,3%,-19%,-1%,-12%,-12%,-6
N#CC1=C(N)Oc2n[nH]c(-c3ccccc3)c2C1c1cccnc1 (centres undefined),2%,-1%,6%,5%,13%,3%,2%,3%,0%,16%,-7
CC1(C)C(CC2OCC(CN3CCCCC3)O2)[C@H]2CC[C@@H]1C2 (some centres undefined),-20%,-7%,-1%,1%,-3%,-2%,5%,-1%,-2%,.,9
Cc1ccc(C(=O)NC(C(=O)OCc2cn3cc(Cl)ccc3n2)C(C)C)cc1 (centres undefined),.,.,.,-9%,-2%,-5%,-23%,3%,1%,.,1
Cc1ccc(NC(=O)O/N=C/c2ccc(F)cc2)cc1,7%,2%,-4%,15µM*,?,.,?,?,?,10%,7
CCOC(=O)N1CCN(C(=O)c2cc3c(s2)-c2ccc(Cl)cc2S(=O)(=O)C3)CC1,-6%,-17%,1%,-5%,5%,-1%,-6%,0%,-12%,18%,3
CNC(=O)COc1coc(CN2CCN(c3ccccc3)CC2)cc1=O,0%,.,-3%,1%,-7%,-3%,21%,0%,6%,.,?
O=C1C=CC(=O)C(C2=C3C(=O)N(CCc4ccccc4)CC(=O)N3CCC2)=C1,?,-36%,7.9µM*,?,-8%,-33%[inhibitor],-68%,-11%,-2%,0%,2
CC1CCCC(C)N1C(=O)CSc1nnc(C2CCCCC2)o1 (centres undefined),?,-7%,-16%,-14%,22%,?,40%,?,13%,2%,-4
COc1cccc(-n2c(SCC(N)=O)nnc2-c2ccco2)c1,0%,-6%,-5%,0%,-2%,-35%[inhibitor],-1%,-9%,11%,?,20
CSc1ccccc1NC(=O)CN(C)CC(=O)Nc1ccc(Cl)cc1[N+](=O)[O-],11µM*,-3%,-4%[10 µM],-10%,-5%,1%,-28%,-2%,-3%,-5%,-12
c1ccc(NC2=NCCN2CCCC2CCCCC2)cc1,.,.,.,0%,-4%,-15%,0%,-1%,-5%,.,26
O=C(Cc1ccc(Cl)cc1)NNC(=S)NC(=O)c1cccnc1,?,-1%,-9%,?,-13%,-3%,4%,0%,-2%,7%,-11
O=C1CSC(c2ccccc2F)N1c1cc(Cl)ccc1O (centres undefined),-1%,1%,7%,-5%,0%,-3%,-23%,2%,-4%,-10%,-5
CC1=C/C(=C\c2ccc3c(c2)OCO3)C(=O)S1,20%,9%,-10%,19µM*,-1%,22%,7%,-6%,-2%,20%,-16
CN1C2C=C3C(C#N)=C(N)C(C#N)(C#N)[C@H](c4c(F)cccc4F)[C@H]3C1CC2 (some centres undefined),-29%,-10%,0%,0%,3%,5%,1%,5%,1%,?,6
CCOc1ccc(OCC)c(NC(=O)C2CCN(S(=O)(=O)c3ccc4c(c3)CC(C)N4C(C)=O)CC2)c1 (centres undefined),-29%,.,7%,0%&2%,2%,-7%,-2%&-32%,5%,-6%,.,42[activator]
CCN(CC(=O)Nc1ccc(NC(C)=O)cc1)C(=O)c1sc2nc3n(c(=O)c2c1C)CCC3,.,.,.,?,-17%,4%,0%,-2%,1%,.,12
Cc1cccc(N(C)S(=O)(=O)c2ccc(-c3cnc(C4CC4)o3)cc2)c1,-2%,.,-8%,1%,-26%,-1%,-77%,-15%,?,.,10
NC1=NC(=O)/C(=C\c2ccsc2)S1,-44%,-6%,10%,-22%,-2%,1%,-5%,-3%,0%,10%,5
O=C1C2(c3ccccc3)CN(CCO)CC1(c1ccccc1)CN(CCO)C2,5%,1%,-2%,2%,0%,-3%,-11%,1%,-1%,0%,11
C=CCn1c(SCC(=O)Nc2sc(C)c(C)c2C(=O)OCC)nnc1-c1sc(N)nc1C,21%,2%,5%,-2%,-5%,-8%,-17%,-2%,-10%,?,-8
CCNc1c(NC(=O)c2ccc3c(c2)OCO3)c(=O)oc2ccccc12,-16%,.,4%,0%,7%,-14%,-20%,1%,-1%[9.26 µM],0%,0
CC(=O)Nc1ccc(NC(=O)C(C)OC(=O)/C(C#N)=C/c2ccc(N(C)C)cc2)cc1 (centres undefined),.,.,.,9.5µM*,?,18%,66%,28%,18µM*,.,6
CCOC(=O)N1CCN(C(=O)c2ccc3c(c2)N(CC)CCS3)CC1,-11%,8%,15%,-2%,0%,-1%,-1%,-1%,-10%,-15%,9
COc1ccccc1Nc1ccc(N)cc1,-6%,-6%,7%,-3%,-11%,0%,-29%,-13%,-7%,-22%,-2
CCOc1cc(S(=O)(=O)N2CCN=C2Cc2ccccc2)ccc1F,0%,0%,-2%,3%,-3%,12%,-9%,-2%,-1%,.,21
O=C(COc1coc(CN2CCN(c3ccccc3F)CC2)cc1=O)NC1CCCCC1,.,.,.,0%,-8%,4%,-14%,-1%,-4%,.,6
Cc1ccccc1C(=O)N1CCN(c2ccc([N+](=O)[O-])c(NCc3cccnc3)c2)CC1,?,1%,-2%,-1%,2%,-6%,-17%,-1%,-5%,-3%,0
NS(=O)(=O)c1ccc(NCc2ccccc2OCc2ccccc2F)cc1,5%,-6%,-9%,5%,-8%,-8%,-31%,-5%,-6%,7%,4
Cc1cc(Oc2ccccc2)nc(-c2ccccc2)n1,?,6%,?,-19%,8%,3%,16%,2%,6%,33%[activator],10
COc1cc(C(=O)NC(C)CCc2ccccc2)cc(OC)c1OC (centres undefined),-10%,1%,1%,6%,1%,.,-1%,3%,1%,4%,-8
CCN(C(=O)COc1ccc(C)nc1[N+](=O)[O-])C1CCS(=O)(=O)C1 (centres undefined),-15%,5%,-11%,2%,-5%,8%,-4%,-1%,-1%,4%,-9
Cc1cc(Cl)nc(Cl)c1C(=O)N1CCOCC1,36%,0%,-6%,5%,-2%,0%,-4%,-7%,0%,5%,-7
O=C(CSc1ncn[nH]1)Nc1ccc(Cl)c(Cl)c1,39%,3%,-6%,1%,0%,-8%,11%,0%,-23%,20%,-7
CC(Oc1ccc2ccc(=O)oc2c1)C(=O)NC(Cc1c[nH]c2ccc(O)cc12)C(=O)O (centres undefined),-6%,-2%,-6%,0%,-1%,.,2%,3%,2%,-15%,-18
CCCOC(=O)C(=O)NNc1ccccc1,-15%,-1%,0%,0%,-5%,2%,-8%,-1%,11%,8%,10
CC(C)C(OC(=O)CN1C(=O)COc2ccccc21)C(=O)NC1CCCCC1 (centres undefined),-49%,2%,1%,1%,-2%,6%,-9%,0%,-7%,-5%,6
COc1cccc(NS(=O)(=O)c2ccc(OC)c(OC)c2)c1,41%,19%,1%,6%,-1%,-9%,-25%,3%,-1%,4%,-8
Cc1c(NC(=O)c2cnn3c(C(F)(F)F)cc(-c4ccco4)nc23)c(=O)n(-c2ccccc2)n1C,-2%,-6%,2%,3%,3%,-9%,-26%,-1%,-6%,0%,1
COc1cccc(OC)c1C(=O)Nc1cccc(-c2ccc3nncn3n2)c1,-1%,7%,-6%,-1%,-10%,-3%,-14%,-7%,17%,-25%,4
CSCCC(NS(=O)(=O)c1ccccc1F)C(=O)NC(C)c1ccccc1 (centres undefined),22%,4%,-3%,-1%,1%,-2%,-55%,-2%,-2%,-4%,-5
COC(=O)c1c(C(=O)OC)c(-c2ccccc2)n2c1CS(=O)(=O)C2,-7%,5%,-1%,6%,2%,4%,16%,1%,-1%,5%,7
O=C(NNC1CC(=O)N(c2ccc(Br)cc2)C1=O)c1ccccn1 (centres undefined),-31%,-13%,-17%,-5%,1%,11%,15%,-6%,-1%,5%,-11
Cc1ccc(S(=O)(=O)Nc2cc(C)cn(Cc3ccccc3)c2=O)cc1,?,.,14µM*,2%,-3%,-5%,-26%,2%,-11%,-14%,10
CCCCOc1ccc(/C=C/C(=O)OCC(=O)NC2CCS(=O)(=O)C2)cc1OCC (centres undefined),.,.,.,3%,3%,1%,-5%,0%,1%,.,0
O=[N+]([O-])c1cccc(C(=S)N2CCCC2)c1,25%,-1%,-6%,-1%,-7%,10%,-10%,-2%,0%,9%,54[activator]
COC(=O)c1ccc(NC(=O)c2ccccc2CC[N+](=O)[O-])cc1,21%,-1%,1%,-12%,2%,4%,5%,1%,7%,0%,-7
Cc1ccccc1NC(=O)c1cnc(Nc2nc3ccccc3s2)nc1C,-2%,-1%,-7%,-3%,0%,-1%,.,1%,3%,.,.
